Screening results deposited in PubChem by several laboratories.
Hsp70 activator = switches on Hsp70 transcription. HeLa Hsp70 promoter luciferase reporter, luminescence; scaled: vehicle 0, proteasome-inhibitor control 100%. activation, % at 10 µM. actives 0.04% (n = 200,000);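 active means activation above the mean across all tested compounds plus 3 SD, cutoff set per campaign, cut at about 5.5% in these data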;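 further: 100% = MG132 at 30 µM as the positive control and 0% = DMSO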
DTT redox prof = compounds producing H2O2 with reducing agent – biochemical, NIH compound library profiling, artefact control for MLSCN library redox annotation, primary screen; DTT-dependent redox cycling H2O2, phenol red/HRP absorbance; 100% = 100 µM peroxide control, 0% = buffer; activation, % at 10 µM; actives 0.03% (n = 200,000); AID 878;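 active means activation of at least 50% relative to the plate's high and low controls in the primary single-dose screen; inactive means activation below 50%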;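 further: compound incubated with DTT at 0.8 mM final as the reducing agent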
STAT1 act = increases IFN-gamma driven STAT1 reporter signal | activation (% of control), % at 5.5 µM | NIH 3T3 STAT1-luciferase reporter, luminescence; 100% = IFN-gamma alone, no compound | actives 2.6% (n = 200,000) | AID 932;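 active means activation above the screen-wide mean activation plus 3 SD, cut at about 130% in these data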;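 further: raw ratio to IFN-gamma control signal so 100% means no change and 0% no light; values of inactives mirror those of a sister screen read the other way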
G6PDH counter = L. mesenteroides G6PDH inhibition counter-screen. Purified L. mesenteroides G6PDH, diaphorase/resazurin coupled fluorescence, 45 min. AID 1020. actives 0.12% (n = 200,000). inhibition, % at 5 µM; in the data active means inhibition above about 50%
Efa HMGR inh = blocks class II HMG-CoA reductase of Enterococcus faecalis | purified E. faecalis HMGR, NADPH absorbance 340 nm kinetic | inhibition, % at 10 µM | actives 0.41% (n = 190,000) | AID 1066;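 active means inhibition above a set limit, the median over all tested compounds plus 3 SD, cut at about 9.5% in these data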;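 further: enzyme runs in reverse so mevalonate oxidation gives rising NADPH absorbance; 0% = complete reaction with DMSO and 100% = background rate lacking mevalonate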
APP 5UTR inh = APP translation inhibition. actives 0.82% (n = 190,000). SH-SY5Y APP 5'UTR-luciferase reporter, luminescence. AID 1285. inhibition, % at 2 µM;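 active means inhibition above a set limit, derived from the sample mean plus 3 SD, cut at about 45% in these data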; further: values of inactives mirror those of a sister screen read the other way
FLuc inhib CS = counter-screen for luciferase assay inhibitors: firefly luciferase inhibition | inhibition, % at 10 µM | AID 1006 | ATPLite firefly luciferase biochemical luminescence, 10 min | actives 1.5% (n = 200,000) | P08659;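 active means inhibition above about 50% when tested at 10 µM, limit read from the data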
Target sequence (P08659 whole entry, looked up): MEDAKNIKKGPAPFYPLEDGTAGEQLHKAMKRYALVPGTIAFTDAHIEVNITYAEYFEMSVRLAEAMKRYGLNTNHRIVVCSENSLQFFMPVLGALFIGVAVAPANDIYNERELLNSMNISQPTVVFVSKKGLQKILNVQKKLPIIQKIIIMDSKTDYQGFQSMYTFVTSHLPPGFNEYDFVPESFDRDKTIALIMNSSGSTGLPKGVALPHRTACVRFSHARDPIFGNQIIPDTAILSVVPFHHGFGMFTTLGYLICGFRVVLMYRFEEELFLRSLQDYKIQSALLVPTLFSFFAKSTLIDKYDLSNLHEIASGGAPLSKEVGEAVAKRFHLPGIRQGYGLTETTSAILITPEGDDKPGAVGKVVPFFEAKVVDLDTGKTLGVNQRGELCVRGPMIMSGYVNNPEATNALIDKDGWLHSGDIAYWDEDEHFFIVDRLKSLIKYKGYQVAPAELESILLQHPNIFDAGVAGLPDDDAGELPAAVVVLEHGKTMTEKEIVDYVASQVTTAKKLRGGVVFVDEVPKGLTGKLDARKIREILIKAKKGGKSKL
FLuc stim CS = affects firefly luciferase, flagging false hits in luciferase stimulation screens; P08659; ATPlite luciferase biochemical, luminescence, 10 min; 0 = ATP-free wells, 1 = DMSO control; activation factor at 10 µM; 200,000 tested, under 10 active; AID 1027;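 active means luciferase activation factor, scaled between plate controls, of at least 2 with compound at 10 µM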
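Assay system: Luciferase/luciferin detection reagent, cell-free biochemical luciferase assay / Also added: ATP substrate / Schedule: 10 min at ambient temperature / Measured by: luminescence measurement of luciferase light output / Benchmarks: low control with PBS replacing ATP, high control enzyme plus ATP without compound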
APP 5'UTR act = activates APP 5'UTR luciferase reporter. AID 1276. SH-SY5Y APP 5'UTR luciferase reporter, luminescence; zero percent = DMSO vehicle wells. activation, % at 2 µM. actives 1% (n = 190,000);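 active means activation above a set limit, based on mean plus 3 SD of controls, cut at about 140% in these data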; further: values of inactives mirror those of a sister screen read the other way
NF-kB expr up = NF-kB expression increase, human neuronal cells; AID 1239; NF-kB reporter expression; stronger effect = higher value; actives 1.6% (n = 190,000); fold change at 12.5 µM; in the data active means fold change above about 3.3
Numbers without * were called inactive; . = no result given.

SMILES	Hsp70 activator	DTT redox prof	STAT1 act	G6PDH counter	Efa HMGR inh	APP 5UTR inh	FLuc inhib CS	FLuc stim CS	APP 5'UTR act	NF-kB expr up
CCOC(=O)N1CCN(C(=O)c2ccc(NC(=O)CC)cc2)CC1	-0.2	-0.3	92.2	4.3	-2.6	-4.2	-3.6	1	4.2	0.87
Cc1nc2ccccc2cc1C(=O)N/N=C/c1cccc([N+](=O)[O-])c1	0.0	-0.3	109.2	0.7	-1.5	10.5	-5.1	1.1	-10.5	0.81
COc1ccc2nc3ccccc3nc2c1NC(=O)c1ccc(Cl)cc1	-0.1	0.4	94.7	-20.8	-3.7	-1.4	0.2	1	1.4	1.35
CCS(=O)(=O)N1Cc2ccccc2CC1C(=O)Nc1nnc(C2CC2)s1 (centres undefined)	-0.3	0.4	102.0	3.0	-5.4	8.8	-9.6	1.1	-8.8	1.07
O=C(NC1CC1)C1CCCN(C(=O)NC2CCCCC2)C1 (centres undefined)	0.0	-0.8	111.8	6.4	-10.3	-18.2	-3.6	1	18.2	1.02
COC(=O)C1NN=C(C(=O)c2ccc(Cl)cc2)C1c1ccc(OC)cc1 (centres undefined)	-0.6	-0.4	100.5	3.4	0.4	0.1	-1.8	1	-0.1	1.2
COc1ccc(NC(=O)COC(=O)Cc2c(F)cccc2Cl)cc1OC	0.2	-1.9	91.4	5.4	-2.5	14.8	1.5	1	-14.8	1.57
COc1cccc(C(=O)COC(=O)c2n[nH]c(=O)c3ccccc23)c1	-0.3	-0.9	104.6	4.1	-7.8	7.2	5.7	0.9	-7.2	0.87
c1ccc(CCNc2ncnc3sccc23)nc1	2.2	-1.6	99.1	4.4	-0.9	-27.6	28.4	0.7	27.6	1.33
Cc1ccc(S(=O)(=O)N2CCN(S(=O)(=O)c3ccccc3)C2c2ccc(N(C)C)cc2)cc1 (centres undefined)	-0.4	0.0	100.2	1.1	-2.9	-2.8	-4.6	1	2.8	0.81
CC1CN(C(=O)Cn2c(C(F)(F)F)nc3ccccc32)CC(C)O1 (centres undefined)	-0.2	0.2	95.9	7.1	-3.3	-6.8	-3.5	1	6.8	1.29
Cc1cccc(NC(=O)Nc2cccc(C#N)c2)n1	0.6	-0.1	125.1	-11.3	2.5	-34.4	-3.8	1	34.4	2.27
CCC(NC(=O)c1cccc(Cn2nc(C)c([N+](=O)[O-])c2C)c1)c1ccc(C(C)C)cc1 (centres undefined)	-0.2	3.4	107.4	4.3	-1.4	-5.4	-8.7	1.1	5.4	0.98
CCCc1[nH]nc2c1C(c1ccccc1OCC)C(C#N)=C(N)O2 (centres undefined)	0.1	2.2	98.2	-3.1	-2.5	-3.2	-6.7	1.1	3.2	0.98
CCn1c2ccccc2c2cc(N=C3SC(CC(=O)Nc4ccccc4OC)C(=O)N3CCOC)ccc21 (centres undefined)	-0.1	0.6	106.9	5.9	-3.0	-21.1	-11.5	1.1	21.1	1.18
CC1=CC(C)(C)n2c(O)c(N=NC(N)=S)c3cccc1c32	-0.1	3.8	104.5	-5.4	0.4	-7.3	-4.0	1	7.3	0.96
CC(=O)Nc1c(NCC(C)C)c2ccccc2oc1=O	-0.1	-2.5	99.1	3.7	-6.7	-18.8	-3.5	1	18.8	1.31
CCn1nnnc1NC(=O)c1cc(Cl)c(OC)c(Cl)c1	-0.1	-0.2	97.7	15.0	-1.9	-5.5	-8.7	1.1	5.5	1.29
O=C(COc1ccc(Cl)cc1Br)NNC(=O)C(=O)N1CCCCC1	-0.2	-0.8	93.8	12.0	1.6	-4.0	-0.7	1	4.0	1.18
CCCCCn1c(C(Cc2ccccc2)NC(=O)COC)nc2ccccc21 (centres undefined)	0.2	0.1	102.2	-11.7	-0.2	-3.9	-7.8	1.1	3.9	0.79
Cc1cc(NC(=O)CSc2nnc(-c3c[nH]c4ccccc34)n2C)no1	0.0	-0.6	90.7	8.4	-5.5	-0.6	-5.2	1.1	0.6	0.89
Cc1ccc(N=C2NC(=O)CC(C(=O)Nc3ccc4c(c3)OCO4)S2)cc1 (centres undefined)	0.3	-0.2	100.1	-3.8	-2.2	10.5	-3.2	1	-10.5	0.98
Cc1ccccc1NC(=O)CN(c1ccc(F)cc1)S(C)(=O)=O	0.8	0.5	93.4	-3.8	-6.0	-29.0	-6.6	1.1	.	0.63
NC(=O)c1ccc(CN2CCC(Cc3ccccc3)CC2)cc1	-0.2	-0.8	98.6	9.5	0.9	-24.5	-8.2	1.1	24.5	1.04
NC1=NC(c2cn[nH]c2-c2cccc(F)c2)n2c(nc3ccccc32)N1 (centres undefined)	-0.1	0.0	96.3	0.4	-1.2	-12.5	-2.3	1	12.5	1.16

The list continues.
SMILES	Hsp70 activator	DTT redox prof	STAT1 act	G6PDH counter	Efa HMGR inh	APP 5UTR inh	FLuc inhib CS	FLuc stim CS	APP 5'UTR act	NF-kB expr up
Cc1[nH]c2ccccc2c1C(=O)COC(=O)c1ccc([N+](=O)[O-])s1	-0.2	0.8	82.7	17.8	1.1	7.5	-4.9	1	-7.5	1.73
CCN(CC)CCNC(=S)Nc1ccc(Cl)cc1	-0.3	0.4	92.7	9.2	1.0	-1.7	-3.5	1	1.7	0.89
CCN(C(=O)COC(=O)c1ccccc1NC(=O)c1ccco1)C1CCS(=O)(=O)C1 (centres undefined)	-0.1	-0.3	98.1	-0.3	-0.4	-21.1	1.1	1	21.1	1.11
COc1ccc(C=NC(CO)C(O)c2ccc([N+](=O)[O-])cc2)cc1 (centres undefined)	0.0	1.9	87.6	12.1	-2.8	7.7	-1.5	1	-7.7	0.97
O=C(Nc1nnc(C2CCCCC2)s1)c1ccc(Br)s1	-0.4	3.1	105.3	3.2	-9.4	3.0	-0.1	1	-3.0	2.04
CCOC(=O)c1ccccc1NC(=O)CSc1nnc(Cc2cccn2C)n1-c1ccc(C)cc1	0.1	-0.7	96.8	1.3	0.9	-2.9	-3.5	1	2.9	0.6
CCN(CC)CCn1c(OC)cc(=O)[nH]c1=O	-0.3	1.5	100.1	-19.8	0.0	-11.1	-7.7	1.1	11.1	1.19
CCSc1nnc(-c2cccnc2)n1-c1ccc(C)c(Cl)c1	-0.3	0.1	100.7	3.0	3.0	7.1	-5.4	1.1	-7.1	1.06
Cn1c(=O)c2c(ncn2CC(=O)Nc2ccc(Cl)cc2Cl)n(C)c1=O	-0.3	0.7	92.0	0.6	2.6	-18.0	-3.7	1	18.0	1.23
CCc1c(C)sc(NC(=O)c2cc(-c3ccc(OC)c(OC)c3)on2)c1C#N	-0.1	2.0	100.1	2.1	-0.8	-2.5	-4.3	1	2.5	0.91
CCN1CCc2c(C#N)c(N3CCOCC3)nc(N3CCOCC3)c2C1	-0.3	0.8	106.7	8.7	2.0	12.1	-0.8	1	-12.1	1.29
Cc1ccc2sc(N(CCCN(C)C)C(=O)c3ccc(S(=O)(=O)N(C)C)cc3)nc2c1C	-0.3	0.0	107.8	1.7	-5.2	7.8	-4.4	1	-7.8	1.14
Cc1cccc(NC(=O)c2cc([N+](=O)[O-])ccc2Cl)c1O	0.3	-1.0	94.8	12.7	0.5	-5.0	-2.7	1	5.0	1.19
CC1N/C(=C\C(=O)c2ccccc2)N(O)C1(C)C (centres undefined)	0.2	-0.7	134.0*	-2.8	1.6	-91.3	63.3*	0.4	91.3	1.8
CCOC(=O)c1ccc(N2CCN(c3ccc(F)cc3)CC2)c(NC(=O)Nc2cccc(OC)c2)c1	-0.3	-1.0	104.6	-20.0	-5.7	16.1	-7.2	1.1	-16.1	1.17
COc1ccc(-c2nc3ccccc3n2Cc2ccc(C)cc2)cc1	0.1	-0.2	102.0	-29.1	-3.8	-5.1	1.7	1	5.1	0.85
O=C(NCCO)c1nc2ccccc2s1	-0.5	-0.8	95.0	4.9	-0.1	12.5	-6.5	1.1	-12.5	0.95
CCOC(=O)c1ccc([N+](=O)[O-])cc1NC(C)=O	-0.3	-0.2	111.6	3.2	-3.9	-0.9	-8.0	1.1	0.9	1
O=C(/C=C/c1ccc2c(c1)OCO2)Nc1cc(S(=O)(=O)N2CCOCC2)ccc1N1CCOCC1	-0.2	0.4	106.4	-0.1	-3.8	-8.2	-0.6	1	8.2	0.88
N#CC1=C(SCc2ccccc2)NC(=O)CC1c1ccco1 (centres undefined)	0.0	1.5	91.8	5.6	-2.8	2.4	-6.3	1.1	-2.4	1.41
Cc1oc(-c2ccccc2)cc1C(=O)NC(Cc1c[nH]c2ccccc12)C(=O)O (centres undefined)	0.1	-0.6	102.6	-8.9	-0.1	10.0	-1.4	1	-10.0	1.08
Cc1[nH]c2ccccc2c1C(O)CN1CCN(c2cccc(C(F)(F)F)c2)CC1 (centres undefined)	0.2	1.8	97.1	2.2	2.6	-1.4	-5.6	1.1	1.4	1.22
CCn1cc(C(=O)N2CCN(c3ccc(OC)cc3)CC2)c(=O)c2cc(S(=O)(=O)N3CCCCC3)ccc21	-0.3	-1.1	92.5	4.5	-1.8	-8.6	0.5	1	8.6	0.94
NC(=O)COC(=O)c1cccc(S(=O)(=O)N2CCCc3ccccc32)c1	-0.2	-0.7	99.7	7.1	-0.6	-12.6	-2.5	1	12.6	0.96
O=c1nc2ccccc2c2n1CC(CN1CCN(Cc3ccccc3)CC1)N2 (centres undefined)	0.0	-0.2	97.5	10.0	0.1	-12.6	-2.9	1	12.6	1.01

More records:
SMILES	Hsp70 activator	DTT redox prof	STAT1 act	G6PDH counter	Efa HMGR inh	APP 5UTR inh	FLuc inhib CS	FLuc stim CS	APP 5'UTR act	NF-kB expr up
O=C(Nc1ccc(N2CCCC2)c(Cl)c1)c1cccc(-c2cc3ccccc3oc2=O)c1	-0.2	0.7	103.8	-23.3	-4.8	-1.9	-2.9	1	1.9	1.02
Cc1cc(OCC(=O)NC2CCN(C)CC2)ccc1[N+](=O)[O-]	1.0	0.3	103.8	3.0	5.1	-10.7	-4.8	1	10.7	0.99
CCCn1c(NCc2ccc(N(C)C)cc2)nc2ccccc21	-0.2	-0.9	97.9	7.5	0.6	-23.5	5.7	0.9	23.5	1.22
O=c1c(-c2ccc(Cl)cc2)[n+]([O-])c2ccccc2n1O	-0.2	0.8	103.8	-15.9	-6.0	-0.8	-4.5	1	0.8	1.28
O=C(CCC(=O)N1CCN(S(=O)(=O)c2ccc(Cl)cc2)CC1)NC1CCCc2ccccc21 (centres undefined)	-0.3	-4.1	89.1	-0.6	-1.9	-18.4	-6.6	1.1	18.4	0.72
C=CCN1C2CCCC1CC(NC(=O)Nc1cc(C)cc(C)c1)C2 (centres undefined)	-0.3	0.1	93.7	8.3	0.8	-13.1	2.6	1	13.1	0.9
Cc1ccc(S(=O)(=O)Oc2ccccc2/C=N/NC(=O)c2c(Cl)cnn2C)cc1	0.1	0.8	103.5	4.3	-2.9	-7.0	-5.6	1.1	7.0	0.88

Rows were taken by chance (roughly 5.3% active in at least one column).
